14-3-3 PPI = modulators of 14-3-3 gamma protein binding, primary screen, biochemical, fluorescence polarization; FP, 14-3-3gamma / TMR-pS259-Raf peptide binding; inhibition, % at 40 µM; 160,000 compounds, 0.19% hits; in the data active = inhibition above about 30%;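 note: 0% = protein plus tracer without compound and 100% = blank with tracer alone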
Target sequence (P61981 whole entry, looked up): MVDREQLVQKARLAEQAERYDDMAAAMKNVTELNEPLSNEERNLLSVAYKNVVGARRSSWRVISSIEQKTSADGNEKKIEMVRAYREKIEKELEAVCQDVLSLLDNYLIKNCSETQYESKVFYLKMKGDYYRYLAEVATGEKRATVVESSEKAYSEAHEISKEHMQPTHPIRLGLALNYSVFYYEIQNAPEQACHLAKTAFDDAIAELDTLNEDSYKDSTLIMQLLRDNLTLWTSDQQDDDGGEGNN
* hit, by the source's call; & = joins results of further samples. A portion of the library; rates above refer to the full screens.

Start of the data: the first 7 entries, ahead of the listing:
SMILES | 14-3-3 PPI
CCOC(=O)c1cnn2c(C(F)(F)F)cc(-c3cn(CC)nc3C)nc12 | -1.1
CC1CC(C)CN(CCCNC(=O)C2CCN(S(=O)(=O)N3CCCCC3)CC2)C1 (configuration not stated) | 9.2
CC(=O)N1c2c(cc(Br)cc2S(=O)(=O)NC2CCCCC2C)CC1C (configuration not stated) | -0.8
N=c1ncn(CC(O)CO)c2nc[nH]c12 (configuration not stated) | 2.3
COc1cccc(NC(=O)C(Cc2ccccc2)NS(=O)(=O)c2ccc(Br)s2)c1 (configuration not stated) | -5.9
CCOC(=O)c1c(NC(=O)CCc2ccccc2)sc2c1CCC(C)C2 (configuration not stated) | 4.5
O=C(CN1CCN(S(=O)(=O)c2ccc(Cl)cc2)CC1)c1ccc(O)c(O)c1 | -12.1

Main list, from the first entry:
SMILES | 14-3-3 PPI
CCOC(=O)c1cnn2c(C(F)(F)F)cc(-c3cn(CC)nc3C)nc12 | -1.1
CC1CC(C)CN(CCCNC(=O)C2CCN(S(=O)(=O)N3CCCCC3)CC2)C1 (configuration not stated) | 9.2
CC(=O)N1c2c(cc(Br)cc2S(=O)(=O)NC2CCCCC2C)CC1C (configuration not stated) | -0.8
N=c1ncn(CC(O)CO)c2nc[nH]c12 (configuration not stated) | 2.3
COc1cccc(NC(=O)C(Cc2ccccc2)NS(=O)(=O)c2ccc(Br)s2)c1 (configuration not stated) | -5.9
CCOC(=O)c1c(NC(=O)CCc2ccccc2)sc2c1CCC(C)C2 (configuration not stated) | 4.5
O=C(CN1CCN(S(=O)(=O)c2ccc(Cl)cc2)CC1)c1ccc(O)c(O)c1 | -12.1
CCC1Oc2ccc(C)cc2N(CC(=O)NCCc2ccc(C)cc2)C1=O (configuration not stated) | -9.6
O=C(Nc1ccc(S(=O)(=O)N2CCOCC2)cc1)c1ccc(Cl)cc1 | -2.1
Cc1ccc2c(CC(=O)OC3CCOC3=O)coc2c1 (configuration not stated) | -4.8
CC(C)(C)C(=O)CN1CCN(CC(=O)Nc2ccc(Cl)cc2)CC1 | -10.3
CC1(C)C=C(C=Cc2ccccc2Cl)NC(=S)N1 | -1.6
CC(C)C12CCC(C(=O)O)C(C1)C(=O)O2 (configuration not stated) | 2.8
O=[N+]([O-])c1ccc(Sc2c(-c3ccccc3)nc3ccccn23)cc1 | -0.9
CC1CCCC(NC(=O)c2ccc(CNc3c(N4CCCC4)c(=O)c3=O)cc2)C1C (configuration not stated) | -5.0
CC1CC(C)CN(CC(C)(C)NS(=O)(=O)c2ccccc2)C1 (configuration not stated) | -8.0
CC(=O)SCC(=O)N=c1sc2ccccc2n1C | 4.8
Cc1ccc(-n2ncc(C(=O)N3CCc4ccccc4C3)c2NC(=O)c2ccco2)cc1C | 2.9
O=C1C2CCCN2C(c2ccccc2)N1c1cccc(Cl)c1 (configuration not stated) | -2.7
NC(=O)C1CCN(C(=O)CCn2c(=O)[nH]c3ccsc3c2=O)CC1 | -10.9
CCOc1cccc(C2CC(c3ccc4c(c3)OCO4)=NC(c3ccccc3Cl)N2)c1O (configuration not stated) | 0.7
CCOC(=O)c1c(NC(=O)COc2ccc(C)cc2Br)sc(C)c1C | -38.3
COC(=O)c1ccc(COc2ccc3ccc(=O)oc3c2)o1 | -1.9
CCc1cccc(C)c1N(C(=O)Cn1c(=O)[nH]c2ccccc21)C(C)COC (configuration not stated) | -6.7
O=C(CN1CCN(CCOCCO)CC1)N1c2ccccc2Sc2ccc(Cl)cc21 | 0.2
Cc1ccccc1NC(=O)c1cnc(Nc2nc3ccccc3o2)nc1C | 0.9
O=C(CN1CCN(c2ccc(Cl)cc2)CC1)Nc1ccc(F)cc1 | 4.3
CC(=O)c1cc2c(cc1NC(=O)CCc1ccccc1)OCO2 | -5.9
Cc1ccccc1C(=O)Nc1ccc(NC(=O)c2cccs2)cc1 | 0.4
CC1(C)CC(=O)C(C=NCCc2ccc(S(N)(=O)=O)cc2)=C(O)C1 | -1.9

Overlap with the part before: 5 entries, then new ones.
SMILES | 14-3-3 PPI
Cc1ccccc1NC(=O)c1cnc(Nc2nc3ccccc3o2)nc1C | 0.9
O=C(CN1CCN(c2ccc(Cl)cc2)CC1)Nc1ccc(F)cc1 | 4.3
CC(=O)c1cc2c(cc1NC(=O)CCc1ccccc1)OCO2 | -5.9
Cc1ccccc1C(=O)Nc1ccc(NC(=O)c2cccs2)cc1 | 0.4
CC1(C)CC(=O)C(C=NCCc2ccc(S(N)(=O)=O)cc2)=C(O)C1 | -1.9
CC1S/C(=C(\C#N)C(N)=O)N(c2ccc(F)cc2)C1=O (configuration not stated) | 10.3
CCOC(=O)c1c(C)oc2cc(Br)c(OCc3cccc(OC)c3)cc12 | 4.4
Cc1ccc(NC(=O)Cn2c(=O)n(CCC(=O)N3CC=C(c4ccccc4)CC3)c(=O)c3ccccc32)c(Cl)c1 | 7.0
CC1=C(C(=O)OCc2ccccc2)C(c2ccc(F)cc2)C2=C(CC(c3ccccc3)CC2=O)N1 (configuration not stated) | -30.5
COc1ccc(C(c2nnnn2C(c2ccccc2)c2ccccc2)N2CCOCC2)cc1 (configuration not stated) | 4.5
CCOC(=O)c1cccc(C(=O)Nc2ccc(OC)cc2[N+](=O)[O-])n1 | -4.3
O=C(C1c2ccccc2C(=O)N2CCc3ccccc3C12)N1CCOCC1 (configuration not stated) | -2.5
OCCNc1c(F)c(F)nc(N2CCCCC2)c1F | -9.1
Cn1c(=O)[nH]c(=O)c2c1nc(CN1CCN(c3cccc(Cl)c3)CC1)n2CCN1CCOCC1 | -1.7
CCN(CC)c1ccc(C=Nc2ccc(C(=O)O)cc2)cc1 | 0.6
COc1ccc(C2C3=C(CC(C)(C)CC3=O)Nc3ccccc3N2C(=O)CSc2nc3ccccc3s2)cc1 (configuration not stated) | -26.0
CC1CCc2c(sc3ncnc(N)c23)C1 (configuration not stated) | -14.1
Cc1cccc(CCn2c(=O)c3ccccc3n(CC(=O)Nc3ccccc3F)c2=O)c1 | -0.9
N#CCSc1n[nH]c(=O)[nH]c1=O | -8.1
COc1cc2ccccc2cc1C(=O)Nc1ccc(-c2nc3ccccc3[nH]2)cc1 | -34.1
CCCc1nc2ccccc2n1CC(O)COc1ccc(F)cc1 (configuration not stated) | 4.1
COc1cccc(N2CCN(C(=O)c3cnn4c(C(F)(F)F)cc(-c5ccc(OC)c(OC)c5)nc34)CC2)c1 | -8.1
Cc1ccccc1NC(=O)C(Cc1ccccc1)NS(=O)(=O)c1ccc(Br)s1 (configuration not stated) | -1.6
COC(=O)c1ccccc1NC(=O)Cn1cnc2cc(C)c(C)cc21 | 4.2
C=CCn1c(SCC(=O)NC23CC4CC(CC(C4)C2)C3)nc(O)cc1=O | -69.3
CCOC(=O)Cc1csc(NC(=O)c2ccc(OC)cc2)n1 | -15.3
COc1ccc(C2OC(=O)CC2C(=O)NC2CCCCCC2)cc1OC (configuration not stated) | 0.2
CCCC1Cc2c(sc3nc(SC)nc(N)c23)CO1 (configuration not stated) | -3.7
COc1cc(C(=O)NCc2ccco2)cc(OC)c1OC | 0.0&1.4
COc1ccc(C2CC(=O)C3=C(C2)Nc2ccccc2NC3c2c[nH]c3ccccc23)cc1OC (configuration not stated) | -6.4
CCOC(=O)c1sc(NC(=O)COc2ccc(Cl)cc2C)nc1C | -13.8
COCCCNC(=O)c1cn(CCOC)c(=O)c2c1c1ccccc1n2C | -3.0
COC(=O)c1c(NC(=O)COc2ccc([N+](=O)[O-])cc2)sc(C)c1C | -1.3
Cc1cc(=O)[nH]c2[nH]n(-c3ccccc3)c(=O)c12 | -0.7
Cc1ccc(S(=O)(=O)NCC2CCC(C(=O)NCCc3ccccc3)CC2)cc1 (configuration not stated) | 5.8
O=C1CC(N2CCN(Cc3ccc4c(c3)OCO4)CC2)C(=O)N1c1cccc(C(F)(F)F)c1 (configuration not stated) | -6.3
COc1ccc(S(=O)(=O)N(C)c2ccc(C(=O)N3CCC(C(N)=O)CC3)cc2)cc1 | -1.2
CCC1=NN(C(=O)c2cccc(C)c2O)C(O)(c2ccc(Br)cc2)C1 (configuration not stated) | -6.9
COc1cccc2cc(-c3csc(NC(=O)CCC(=O)N4CCCC(C)C4)n3)c(=O)oc12 (configuration not stated) | -2.8
CN1CCN(c2ccc(Cl)cc2NS(=O)(=O)c2ccccc2Cl)CC1 | -7.0
Cc1ccc(CNC(=O)Cn2c(=O)c3sccc3n(CC(=O)Nc3ccc(C)c(C)c3)c2=O)cc1 | -0.5
COc1ccc(Cc2nnc(SCC(=O)Nc3cc(Cl)ccc3C)o2)cc1 | -3.5
COCCOC(=O)c1c(C)n(C)c2ccc(OC(=O)c3cccs3)cc12 | -10.6
Fc1ccccc1-n1cc(-c2ccc(Br)cc2)[nH]c1=S | 0.6
CCOc1ccccc1N1CCN(S(=O)(=O)c2ccc(C)cc2)CC1 | 7.8
COc1ccc(C2c3sc(=O)[nH]c3SC3C(=O)N(c4ccccc4)C(=O)C32)cc1 (configuration not stated) | -4.0
COC(=O)c1cc(NS(=O)(=O)c2ccc3c(c2)CCC(=O)N3)cc(C(=O)OC)c1 | -22.8&-63.0
Cc1nn(-c2ccccc2)c(OC(=O)CC(C)C)c1Sc1ccccc1 | -4.6
Cc1nc2nc(SCC(=O)N3CCCC3)nn2c(C)c1Cc1ccccc1 | -0.9
COc1cc(NC(=O)c2nn3c(C(F)(F)F)cc(-c4ccccc4)nc3c2Cl)cc([N+](=O)[O-])c1 | 0.4
O=C(NCc1n[nH]c(=S)n1-c1ccccc1)c1cccs1 | 19.3
COCCn1nnnc1C(c1cc2cccc(C)c2[nH]c1=O)N1CCN(c2ccccc2F)CC1 (configuration not stated) | -4.6
COC(=O)c1cc(OC)c(OC)cc1NC(=O)c1cnccn1 | -32.6
Cc1ccc(NC(=O)CCC(=O)Nc2ccc3nc(N4CCCCC4)cc(C)c3c2)c(Br)c1 | -7.8
COC(=O)c1c(NC(=O)C2CCCCC2)sc2c1CCCC2 | -5.7
Cc1cccc(CN2CCN(CC(=O)NC3CCCCC3C)C2=O)c1 (configuration not stated) | -6.1
CC1C2CC(C(C(Nc3ccccc3)c3ccccc3)C2=O)C1(C)C (configuration not stated) | -5.4
Cc1cc(Br)ccc1NC(=O)c1ccc([N+](=O)[O-])cc1 | 0.3
Cc1cc(C)c(S(=O)(=O)N(C(=O)c2ccncc2)c2ccc3oc4c(c3c2)CCCC4)cc1C | -17.3
C/C(NC(=O)c1ccccc1F)=C1\C(=O)C[C@@H]2[C@H]1C2(C)C | -15.5
O=[N+]([O-])c1ccc(C=Nc2ccc(S(=O)(=O)Nc3nccs3)cc2)cc1 | -7.5
COC(=O)CN1C(=O)c2cccc3cccc(c23)C1=O | 3.9
O=C(Nc1ccc(Cl)cc1)c1ccn[nH]1 | 4.0
O=C(Nc1cccc2nsnc12)c1ccc(-c2ccc(Br)cc2)o1 | -159.9
CN(CCC#N)C(=O)CC(Cc1ccccc1)C1CCOC(C)(C)C1 (configuration not stated) | 9.8

Going on with the list.
mol	14-3-3 PPI
COc1ccccc1N1CCN(CC(=O)Nc2ccc(C(N)=O)cc2)CC1	0.1
COc1cccc(C(=O)CC2(O)C(=O)Nc3ccc(Br)cc32)c1 (configuration not stated)	-0.7
CCOC(=O)N1CCN(C(=O)Cn2ncc3c2-c2ccccc2OC3)CC1	1.3
COc1ccc(NC(=O)c2cc3c(n(-c4ccc(OC)cc4)c2=O)CCCC3=O)cc1	-8.2
Cc1ccc(C)c(NS(=O)(=O)c2cc3c(c([N+](=O)[O-])c2)-c2c(cc(S(=O)(=O)Nc4cc(C)ccc4C)cc2[N+](=O)[O-])C3=O)c1	-27.4
Cc1ccc(-n2c(=O)c3ccccc3n(CC(=O)c3ccccc3)c2=O)cc1	-1.0
COc1ccc(C2CC(=O)c3c([nH]c(C(=O)OC4CCC(C)CC4)c3C)C2)cc1OC (configuration not stated)	5.5
N#CCCCSc1nnc(-c2ccc(Cl)cc2)n1-c1ccccc1	-5.8
CCOC(=O)c1cnc2cc(Cl)c(OC)cc2c1Nc1cccc(Cl)c1	-8.9
c1csc(CSc2nnc3sc4ccccc4n23)c1	-9.6
COc1ccc(Nc2nc3ccccc3c(=O)s2)c(OC)c1	-8.9
COc1cccc(NC(=O)CSc2nc3c(sc4ccccc43)c(=O)n2CCO)c1	-101.2
CC(C)(C)c1cc2oc3c(c2cc1OC(=O)c1ccco1)CCCC3	-3.1
N#Cc1c(C(F)(F)F)cc(-c2cccs2)nc1SCC(=O)Nc1ccc(S(N)(=O)=O)cc1	-26.6
COc1cccc(NC(=O)C2C3C=CC4(O3)C2C(=O)N(C2CC2)C4C(=O)NC2CCCCC2C)c1 (configuration not stated)	-2.3&0.5
CCOc1cccc2cc(C(=O)NCc3ccccc3)c(=N)oc12	-21.2
COc1cccc(-n2c(=O)c3sccc3n(Cc3ccc(C)cc3)c2=O)c1	-0.9
OC1(c2ccccc2)C/C(=N\n2cnnc2)C=C1c1ccccc1 (configuration not stated)	-2.3
CCOc1cccc(C2C(C(=O)OCC3CCCO3)=C(C)NC3=C2C(=O)CCC3)c1 (configuration not stated)	-10.6
COC(=O)c1ccc(Oc2cc(C)nc(SC)n2)cc1	5.2&-1.0
COC(=O)C1ON2OC(C(=O)OC)C(C(=O)OC)C2C1CC(C)=O (configuration not stated)	-9.4
C=C(C)C1Cc2c(C)nn(-c3ccccc3)c2C1 (configuration not stated)	2.3
O=C1c2ccc([N+](=O)[O-])cc2C(=O)N1c1ccc([N+](=O)[O-])cc1	-2.7
CCCSc1nnc2c(n1)OC(c1ccc(Cl)cc1)Nc1ccccc1-2 (configuration not stated)	-20.4
Cc1c(C(=O)Nc2ccc(F)cc2)oc2ccc(S(=O)(=O)N(C)C3CCCCC3)cc12	0.0
O=C(CCS(=O)(=O)c1ccc(Br)cc1)NCCc1ccc(Cl)cc1	2.0
CCN(CC(=O)NC1CCCCCC1)S(=O)(=O)c1ccccc1	-1.2

Screening results as filed in PubChem BioAssay.
